Tb PFK block: inhibitors of T. brucei phosphofructokinase; 330,000 compounds, 0.17% hits; AID 485367; T. brucei PFK, ADP-Glo luminescence; O15648; Potency, µM (titrated, usually from 57.5 µM), without a hit: top-dose activity, negative = inhibition, actives largely listed as inhibitors;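 note: potency is the fitted concentration of half-maximal effect; 0% = uninhibited 1x PFK enzyme wells and -100% = no-enzyme wells; nearly all actives have a fitted effect of over 60% in size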
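In TEA buffer at pH 8.0 with 5 mM MgCl2, enzyme (1.25 nM) converted F6P (0.5 mM) and ATP (0.1 mM) for 45 min at room temperature. ADP product was read by luciferase luminescence.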
Mito fusion yeast: blocks mitochondrial division or promotes mitochondrial fusion | S. cerevisiae fusion-defective mutant growth rescue, CellTiterGlo 48 h | AID 485298 | 320,000 compounds, 0.23% hits | Potency, µM (series often up to 46.1 µM), for the others: top-dose growth rescue (activation), hits mostly activators;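 note: potency is the fitted concentration of half-maximal effect; % of control where 0% means no effect; nearly all actives have a fitted effect of over 45% in size; temperature-sensitive fusion mutants such as fzo1-1 at 37 °C on non-fermentable ethanol glycerol medium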
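Yeast fusion mutant, YPEG (non-fermentable carbon), compound, 48 h at 37C non-permissive; CellTiterGlo added, 10 min RT, luminescence read. Rescued growth = division inhibition.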
TCR activator: activates T cell receptor signaling; 330,000 tested, under 10 active; primary human leukocytes, anti-CD3, IL-2 HTRF, 48 h; Potency, µM (highest dose often 9.22 µM), inactives show top-dose activation of IL-2 secretion, actives largely listed as activators; AID 504894; note: % of control where 0% means no effect
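HTRF read-out of IL-2 secretion: europium cryptate donor excited at 320nm, d2 acceptor emission at 665nm. Cells were primary human leukocytes incubated 48 hr with compounds and a-CD3 beads, supplying TCR signal only.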
uPA generation: cell surface uPA generation inhibition; AID 540303; 330,000 compounds, 0.31% hits; Potency, µM (top dose mostly 38.3 µM), without a hit: at the top dose activity change, negative = inhibition, hits mostly inhibitors; cell surface uPA generation assay, qHTS; active = well fitted inhibition curve with a large enough effect; inconclusive = small, poorly fitted or top-dose-only effect; inactive = no such curve, though single readings can be large or run the other way; tested in mouse RAW 264.7 cells; note: potency is the fitted concentration of half-maximal effect; % is set by controls: 0 for no effect and ±100 for the full control effect; nearly all actives have a fitted effect of over 55% in size
TSHR antag: antagonists of human thyroid stimulating hormone receptor; activity change, negative = inhibition, % at 11.5 µM; TSHR-expressing cells, TSH-stimulated cAMP HTRF, 2 h; hits give low values; 330,000 compounds, 0.2% hits;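 active = activity change below a set negative limit, meaning inhibition stronger than a set level, cut at about -70% in these data; inconclusive = activity change between two set negative limits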; note: % is set by controls: 0 for no effect and ±100 for the full control effect
Target sequence (P16473 whole entry, looked up): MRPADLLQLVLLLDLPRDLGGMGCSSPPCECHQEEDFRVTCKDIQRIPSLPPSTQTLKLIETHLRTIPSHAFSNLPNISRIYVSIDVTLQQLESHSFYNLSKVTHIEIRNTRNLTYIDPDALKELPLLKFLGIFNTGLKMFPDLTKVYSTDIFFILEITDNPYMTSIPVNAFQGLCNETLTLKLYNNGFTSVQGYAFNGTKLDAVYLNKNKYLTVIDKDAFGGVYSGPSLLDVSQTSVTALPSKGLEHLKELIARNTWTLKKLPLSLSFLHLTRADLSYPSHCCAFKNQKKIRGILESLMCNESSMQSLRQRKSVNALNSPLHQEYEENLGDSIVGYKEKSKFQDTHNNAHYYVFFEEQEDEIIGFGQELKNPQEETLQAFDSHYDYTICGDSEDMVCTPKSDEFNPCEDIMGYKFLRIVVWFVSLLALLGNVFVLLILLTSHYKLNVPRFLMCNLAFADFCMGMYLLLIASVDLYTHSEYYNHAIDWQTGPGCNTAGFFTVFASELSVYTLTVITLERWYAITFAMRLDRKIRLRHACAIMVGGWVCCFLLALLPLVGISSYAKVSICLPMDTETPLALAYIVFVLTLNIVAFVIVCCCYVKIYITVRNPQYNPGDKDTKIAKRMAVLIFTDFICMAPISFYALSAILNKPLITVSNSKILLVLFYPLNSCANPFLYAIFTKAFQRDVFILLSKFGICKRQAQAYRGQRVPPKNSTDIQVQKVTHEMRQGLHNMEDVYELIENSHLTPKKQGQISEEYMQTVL
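TSHR-expressing cells were treated with compounds, then stimulated with TSH at EC80 (4nM final) for 2 hours at 37 deg C. Cellular cAMP was measured by HTRF competition between lysate cAMP and cAMP-d2 for a cryptate-labelled anti-cAMP antibody.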
ELG1 DNA repair: ELG1-dependent DNA repair inhibition | AID 504467 | 330,000 compounds, 2.3% hits | Potency, µM (titrated, usually from 46.1 µM), for the others: at the top dose activity change, negative = inhibition, hits mostly inhibitors | HEK293T ELG1-luciferase reporter, luminescence, 16 h; DNA damage induced by 5-fluorouridine; note: potency is the fitted concentration of half-maximal effect; % is set by controls: 0 for no effect and ±100 for the full control effect; nearly all actives have a fitted effect of over 55% in size
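In this reporter screen, reduction of luminescence relative to DMSO vehicle indicated activity. Compounds and 5-fluorouridine were added together to 2,000 cells per well, incubated for 16 hr at 37 °C, then developed with ONE-Glo.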
BCR signal inh: blocks chronic active B-cell receptor signaling | 340,000 compounds, 0.05% hits | ABC-DLBCL IkBa-CBG/CBR reporter, luminescence ratio, 4 h | Potency, µM (top dose mostly 46.1 µM), inactives show at the highest dose ratio change, negative = lower green/red ratio, most hits filed as inhibitors; active = well fitted inhibition curve with a large enough effect in the signal ratio, with a control signal flat, not every such curve was filed as active; inconclusive = small, poorly fitted or top-dose-only effect, or effect the other way, or a change in a side signal; the % refers to the signal ratio;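 note: potency is the fitted concentration of half-maximal effect; plate controls were basal doxycycline-induced cells for no effect and cells given 10 µM MG132 for full effect; MG132 reads +100%, hits lower the ratio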
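Doxycycline induced both beetle luciferases in TMD8 lymphoma cells; IKK-driven degradation limits the IkappaBalpha-fused green signal, while red luminescence normalises for cell number and nonspecific effects. Compounds tested up to 46 uM, 4 hrs.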
TSG101-PTAP inh: blocks PTAP/TSG101 interaction to inhibit HIV-1 budding; Q99816; Fluorescence polarization, FITC-PTAP peptide / Tsg101 binding; Potency, µM (series often up to 115 µM), inactives show at the top dose activity change, negative = inhibition, most hits filed as inhibitors; 340,000 tested, under 10 active; active = well fitted inhibition curve with a large enough effect in the main read-out, with a control signal flat, not every such curve was filed as active; inconclusive = small, poorly fitted or top-dose-only effect, or effect the other way, or a change in a side signal; inactive = no such curve, though single readings can be large or run the other way; note: potency is the fitted concentration of half-maximal effect; % of control where 0% means no effect
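Compounds were pin-transferred onto Tsg101 binding domain (10 uM final) in HEPES pH 7.5 buffer, then FITC-PTAP peptide was added at 50 nM final. After 20 min at RT, polarization reported peptide displacement across a qHTS concentration series.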
USP2a inh: blocks human ubiquitin-specific protease USP2a. Potency, µM (series often up to 38.3 µM), for the others: at the top dose activity change, negative = inhibition, usual class: inhibitors. 330,000 compounds, 0.01% hits. USP2 core, Ub-CHOP2 coupled fluorogenic reporter, 485/531. AID 463254;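 note: potency is the fitted concentration of half-maximal effect; plate controls were DMSO wells for no effect and full inhibition by NEM control for full effect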
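Deubiquitinase activity read as fluorescence (485/531 nm) after Ub-CHOP2 cleavage activates the enterokinase reporter on its substrate; USP2 core 10nM, Ub-CHOP2 and substrate 25nM each, 30min compound preincubation then 60min RT; data normalized to NEM, curves fitted.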
B2AR arrestin: agonists driving beta-arrestin recruitment to human beta2-adrenergic receptor; 330,000 compounds, 0.02% hits; AID 492947; Potency, µM (titrated, usually from 46.1 µM), for the others: at the top dose activation, most hits filed as activators; beta-arrestin recruitment to beta2AR, cell-based reporter;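 note: potency is the fitted concentration of half-maximal effect; 0% = DMSO controls and full agonism = EC100 isoproterenol or metaproterenol; nearly all actives have a fitted effect of over 65% in size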
Eya2 phos inh: blocks the phosphatase activity of human Eya2; recombinant Eya2, OMFP fluorescence dephosphorylation (OMFP is methylfluorescein phosphate); 330,000 compounds, 0.006% hits; Potency, µM (highest dose often 76.9 µM), for the others: at the top dose activity, negative = inhibition, usual class: inhibitors; AID 488837; note: potency is the fitted concentration of half-maximal effect; % is set by controls: 0 for no effect and ±100 for the full control effect
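Eya2 (0.2 uM) preincubated 10 min at ambient with compound, then OMFP substrate added at 50 uM; 10 min reaction in 50 mM HEPES pH 7.5, 50 mM NaCl, 5 uM MgCl2, 0.05% BSA, 1 mM DTT. Fluorescence read at Ex 485/Em 525 nm.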
* marks the source's active call; other numbers are inactive results; ? = inconclusive; · = no result given; & = joins results of further samples; [ ] = another dose, or the depositor's remark. Unless noted, calls come from the whole dose curve; as a rule, active = well fitted curve in the direction sought with a large enough effect; inconclusive = small, poorly fitted or top-dose-only effect, or another doubt; inactive = no such curve, though single readings can be large; an effect the other way counts as inactive or inconclusive.

1	CCOC(=O)C1(N(CC)CC)Sc2cc(C)ccc2NC1=O (configuration not stated)
2	COc1ccc(N2C(=O)C(CC(=O)O)S/C2=C\C(C)=O)cc1 (configuration not stated)
3	COc1ccccc1NS(=O)(=O)c1ccc(Cl)c(NC(=O)c2sc3cc(Cl)ccc3c2Cl)c1
4	Cc1ccc(-c2cc(-c3ccccc3)c3c(N)c(S(C)(=O)=O)sc3n2)cc1
5	CN(C1CCCCC1)S(=O)(=O)c1ccccc1
6	CCOC(=O)c1c(-c2ccc(F)cc2)csc1NC(=O)c1c(-c2ccccc2)noc1C
7	Cc1[nH]c(C)c(S(=O)(=O)Nc2cccc(Cl)c2C)c1C(=O)N1CCCC1
8	COc1ccc(CCNC(=O)CC(Cc2ccccc2)C(=O)O)cc1OC (configuration not stated)
9	C/C(O)=c1/cnc2nc3ccccc3n2c1=O
10	C=C(C)CSc1nnc(CCCCCNC(=O)OC(C)(C)C)o1
compound no. | 1 | 2 | 3 | 4 | 5 | 6 | 7 | 8 | 9 | 10
Tb PFK block | -3% | -4% | 4% | 20% | -3% | -8% | 2% | 0% | 3% | 1%
Mito fusion yeast | 1% | 1% | ? | ? | 4% | -3% | -6% | 5% | 4% | -1%
TCR activator | 5% | 4% | · | -1% | · | 1%[46.1 µM] | 1% | -1% | -3% | 0%
uPA generation | -7% | -2% | 2% | 11% | 1% | -4% | 6% | 11% | 5% | 15%
TSHR antag | -10 | 14 | 4 | 10 | 15 | -15 | 4 | -11 | 3 | -10
ELG1 DNA repair | -21% | ? | -8% | -16% | 4% | ? | 13% | 3% | 24% | -31%
BCR signal inh | ? | 5% | -1% | ? | 5% | 27% | 3% | 2% | ? | -24%
TSG101-PTAP inh | -2% | 5% | 1% | -4% | · | 0% | -5% | -1% | 0% | 1%
USP2a inh | 0% | 0% | -1% | -1% | 1% | 4% | -1% | 4% | 8% | 1%
B2AR arrestin | -0.4% | -0.1% | 0.3% | 0.1% | -0.3% | -0.2% | 0.8% | -0.3% | 0.2% | -0.6%
Eya2 phos inh | -7% | -8% | 4% | -10% | -2% | -20% | -14% | ? | -23% | -6%

An excerpt from above, reduced to Mito fusion yeast.
nr | SMILES | Mito fusion yeast
4 | Cc1ccc(-c2cc(-c3ccccc3)c3c(N)c(S(C)(=O)=O)sc3n2)cc1 | ?
5 | CN(C1CCCCC1)S(=O)(=O)c1ccccc1 | 4%
6 | CCOC(=O)c1c(-c2ccc(F)cc2)csc1NC(=O)c1c(-c2ccccc2)noc1C | -3%

The list goes on:
11	C/C(=N\NC(=O)CCCOc1ccc(Cl)cc1C)c1ccc(C)o1
12	CC(C)Cc1ccc(/C=C/C(=O)N2CCOCC2)cc1
13	O=C(NCC1CCCO1)c1ccc2c(c1)N(Cc1ccccc1)C(=O)CS2 (configuration not stated)
14	COCCn1c(SCC(=O)Nc2ccc(C(N)=O)cc2)nc2c([nH]c3ccccc32)c1=O
15	O=c1cc(CO)oc(CN2CCN(Cc3ccccc3)CC2)c1O
16	O=C(COC(=O)c1nsc(Cl)c1Cl)NC1CCCC1
17	O=C(CCCc1ccccc1)NCc1ccccc1
18	COc1ccc(NC(=O)c2oc3ccc(S(=O)(=O)N4CCOCC4)cc3c2C)cc1
19	NC(=O)c1ccc(-n2nnnc2Oc2ccc(Br)cc2)cc1
20	Cc1[nH]c2ccccc2c1C(=O)CSC(=S)N1CCCCC1
compound no. | 11 | 12 | 13 | 14 | 15 | 16 | 17 | 18 | 19 | 20
Tb PFK block | 2% | -3% | -1% | -2% | 3% | 3% | -1% | 2% | 0% | 3%
Mito fusion yeast | 9% | 0% | 21% | -3% | 0% | 2% | 0% | -1% | 18% | 28%
TCR activator | -1%[46.1 µM] | -2% | -1% | 2% | 1% | -3% | · | -2% | -1% | 7%[46.1 µM]
uPA generation | -2% | -2% | 4% | 2% | 3% | 5% | · | -6% | -9% | -1%
TSHR antag | -6 | -9 | 2 | -5 | -4 | -7 | 12 | -28 | 7 | -8
ELG1 DNA repair | -11% | ? | -1% | ? | 8% | 3% | 13% | ? | -4% | ?
BCR signal inh | 6% | ? | 10% | -1% | 15% | -13% | ? | 0%&0% | 1% | 4%
TSG101-PTAP inh | 1% | 0% | -3% | -12% | -4% | 0% | · | -4% | -1% | 1%
USP2a inh | -3% | 3% | 1% | 4% | ? | 0% | -3% | 4% | -3% | -10%
B2AR arrestin | 0.2% | -0.1% | -0.8% | -0.5% | -0.7% | -0.3% | 0.0% | -0.2% | -0.2% | 0.3%
Eya2 phos inh | -5% | 3% | 17% | -12% | 2% | 1% | 1% | -1% | -9% | 2%

21	CCOC(=O)CC1C(=O)NCCN1C(=O)c1ccc(F)cc1F (configuration not stated)
22	COc1ccc(C(=O)N2CCN(Cc3ccc4c(c3)OCO4)CC2)cc1OC
23	COc1ccccc1NC(=O)N1CCCC1C(=O)NCc1ccccc1F (configuration not stated)
24	CCCn1c(=O)c2c(nc3n2CC(C)CN3Cc2ccccc2)n(C)c1=O (configuration not stated)
25	O=C(Nc1ccccc1)Nc1cccc2ccccc12
26	Cn1c(=O)c2c(ncn2CC(=O)N/N=C/C=C\c2ccccc2[N+](=O)[O-])n(C)c1=O
27	CC1CCCC(C)N1CCCNC(=O)c1nn(C)c2c1CSc1ccccc1-2 (configuration not stated)
28	Cc1ccc2nc(-c3ccncc3)cc(C(=O)Nc3ccc4c(c3)OCCO4)c2c1
29	Cc1cccc(NC(=O)[C@H](Cc2ccccc2)NC(=O)OCc2ccccc2)c1
30	COc1ccc(S(=O)(=O)N(CC(=O)NCCSc2ccccn2)c2ccccc2)cc1
compound no. | 21 | 22 | 23 | 24 | 25 | 26 | 27 | 28 | 29 | 30
Tb PFK block | -2% | -5% | 3% | 0% | -2% | -6% | -4% | -2% | 1% | -5%
Mito fusion yeast | 1% | -6% | 3% | 14% | -6% | 1% | 16% | 7% | 4% | -1%
TCR activator | 1% | 5% | -8% | -93% | 0% | 0% | 0% | -11% | -4%[46.1 µM] | -2%
uPA generation | -1% | 17% | 2% | 13% | 3% | 1% | -4% | 19% | -3% | 2%
TSHR antag | 1 | -20 | 26 | -43 | -9 | 0 | -2 | 2 | -9 | -8
ELG1 DNA repair | 17% | 2% | 19% | -29% | 21% | 0% | ? | ? | 2% | -24%
BCR signal inh | -15% | -7% | 8% | ? | ? | -7% | -15% | 0% | ? | 0%
TSG101-PTAP inh | 0% | -3% | 0% | -5% | -5% | -6% | 0% | -1% | 0% | 1%
USP2a inh | -4% | 1% | 1% | 3% | -2% | -1% | -6% | 2% | 0% | 2%
B2AR arrestin | 0.0% | -0.1% | -0.3% | 0.1% | 0.2% | 0.0% | 0.2% | -0.2% | -0.4% | -0.2%
Eya2 phos inh | -14% | 1% | -10% | -8% | -19% | 4% | -11% | 1% | -17% | 5%

31	Cc1cccc(C)c1NC(=O)CC1SC2=NCCN2C1=O (configuration not stated)
32	CC1CCCN(c2ccc([N+](=O)[O-])s2)C1 (configuration not stated)
33	Cc1c(C=O)c2ccccc2n1CC(=O)NC(C)c1ccccc1 (configuration not stated)
34	CCCn1c(=O)[nH]c(=O)c2c1nc(-c1ccc(OC(F)(F)C(F)C(F)(F)F)cc1)n2CCOC (configuration not stated)
35	COc1ccc(C2=C(N)c3ccccc3C2=O)cc1
36	COCCn1c(=O)[nH]c2cc(C(=O)NC3CCCCCC3)ccc2c1=O
compound no. | 31 | 32 | 33 | 34 | 35 | 36
Tb PFK block | 12% | 6% | -1% | -7% | -21% | -5%
Mito fusion yeast | 1% | 0% | -2% | 3% | 1% | 0%
TCR activator | 0% | -8% | 8% | 2% | -1% | 1%
uPA generation | -1% | 0% | 5% | 2% | ? | -7%
TSHR antag | -1 | 8 | -6 | -9 | 1 | -2
ELG1 DNA repair | -9% | -5% | ? | ? | ? | -18%
BCR signal inh | 7% | ? | -7% | 9% | 14% | 1%
TSG101-PTAP inh | 0% | 12% | 0% | -1% | -8% | -3%
USP2a inh | 0% | -14% | 2% | -9% | -1% | 0%
B2AR arrestin | -0.2% | 1.0% | -0.5% | 0.1% | 0.1% | -0.1%
Eya2 phos inh | 16% | ? | 3% | -7% | -5% | -19%

Compound activity as filed in PubChem.
